# Screens from PubChem BioAssay.
# E-sel TNF inh = blocks E-selectin expression induced by TNF alpha | inhibition, % at 2 µM | HUVEC TNFa-induced E-selectin immunofluorescence, high content | AID 1246 | 120,000 tested, 0.71% active;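 active means inhibition above the batch mean plus 3 SD, and confirmed as a hit on visual image review, cut at about 43% in these data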;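 further: 0% = TNF-stimulated DMSO wells and 100% = unstimulated control wells; not every result past the cut was called active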
# Measles CPE = protection of cells from measles virus; protection (pct of control), % at 4 µM; 140,000 tested, 1.5% active; Measles virus-infected cells, CPE protection, absorbance; in the data active means protection mostly above about 24%, no sharp cut-off; inactive means mostly below about 26%; further: some compounds called inactive have numbers as strong as hits
# GALR2 antag = antagonists of human galanin receptor 2 (GALR2); 140,000 tested, 0.39% active; GALR2-expressing cells, antagonist mode; inhibition, % at 4 µM; AID 828; in the data active means inhibition above about 27%;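 further: cells stimulated with galanin 1-16 at roughly its EC80; 0% = agonist challenge control and 100% = basal control without agonist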
# Target sequence (O43603 whole entry, looked up): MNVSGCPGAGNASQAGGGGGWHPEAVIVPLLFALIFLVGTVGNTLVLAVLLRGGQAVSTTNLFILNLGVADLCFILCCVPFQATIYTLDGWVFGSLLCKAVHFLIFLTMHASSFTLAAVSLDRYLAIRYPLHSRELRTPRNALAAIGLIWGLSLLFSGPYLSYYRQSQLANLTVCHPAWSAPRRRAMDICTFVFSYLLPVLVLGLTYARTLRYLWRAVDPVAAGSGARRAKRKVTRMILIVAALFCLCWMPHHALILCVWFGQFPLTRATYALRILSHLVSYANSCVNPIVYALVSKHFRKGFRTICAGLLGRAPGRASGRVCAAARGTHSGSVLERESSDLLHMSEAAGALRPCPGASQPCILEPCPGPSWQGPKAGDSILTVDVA
# Yeast lifespan up = yeast lifespan extension; 130,000 tested, 0.68% active; S. cerevisiae growth with nicotinamide, OD615; deaD strain in restrictive glucose medium; inhibition of the nicotinamide effect, % at 10 µM;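 active means inhibition above a set limit, placed 3 SD over the median of all compounds, cut at about 26% in these data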;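 further: 0% = nicotinamide-treated wells and 100% = cells grown without nicotinamide; some compounds called inactive have numbers as strong as hits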
#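 System: Modified budding yeast, DeaD strain | Buffer or medium: Restrictive glucose medium | Also added: 1.5 mM nicotinamide | Doses: 10 µM single point, 0.25% DMSO | Schedule: 48 h compound exposure at 30 °C, humidified | Detection: Absorbance at 615 nm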
# bCat KO growth = beta-catenin-lacking colon tumor cell growth suppression. 140,000 tested, 1.5% active. viability, % at 10 µM. AID 818. HCT116 beta-catenin knockout viability, CellTiter-Glo, 60 h; stronger effect = lower value;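 active means viability at or under a set limit, the compound median less 4 SD, cut at about 6% in these data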;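 further: 0% = Hyamine 1622 control at 20 µM and 100% = untreated cell control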
# Yeast growth inh = reduces growth of yeast BB579 in restrictive medium | inhibition, % at 10 µM | AID 804 | S. cerevisiae BB579 growth, OD615, 48 h | 140,000 tested, 0.51% active;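 active means inhibition above a set limit, 3 SD over the mean compound inhibition, cut at about 44% in these data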; further: inactives centre near -24
#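 System: Saccharomyces cerevisiae DeaD strain BB579, replicative lifespan model yeast | Buffer or medium: Restrictive glucose-based CSMM-D medium | Times: 4 h preincubation and 48 h exposure at 30 °C | Detection: OD615 turbidity measurement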
# Phagocytosis inh = blocks phagocytosis by macrophages; J774A.1 macrophage IgG-bead phagocytosis, imaging; inhibition, % at 5 µM; 110,000 tested, 0.07% active;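 active means inhibition above the mean of the plate negative controls plus 5 SD, cut at about 13% in these data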;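 further: phagocytic index as fraction of beads internalized from green versus red external bead signal; plate controls were DMSO negative control for no effect and cytochalasin-D positive control for full effect; some results beyond the cut were filed as inactive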
# MRP1 act = MRP-1 activation; AID 799; viability increase, % at 10 µM; H69AR cells + doxorubicin, viability rescue, CellTiter-Glo; 140,000 tested, 0.61% active;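 active means viability gain under doxorubicin at or above a set limit, the compound median plus 3 SD, cut at about 4.7% in these data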;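 further: MRP-1 overexpressing cells given doxorubicin 25 µM after compound pretreatment; 18-22 h compound pretreatment then 72 h with doxorubicin before readout; 0% = doxorubicin-only wells and 100% = vehicle-treated cells without doxorubicin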
# NPY-Y2 antag = blocks the human neuropeptide Y Y2 receptor; 140,000 tested, 0.99% active; NPY-Y2 expressing cells, antagonist mode; inhibition, % at 2.7 µM; in the data active means inhibition above about 17%;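 further: 0% = vehicle with agonist challenge and 100% = reference antagonist with challenge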
# Target sequence (P49146 whole entry, looked up): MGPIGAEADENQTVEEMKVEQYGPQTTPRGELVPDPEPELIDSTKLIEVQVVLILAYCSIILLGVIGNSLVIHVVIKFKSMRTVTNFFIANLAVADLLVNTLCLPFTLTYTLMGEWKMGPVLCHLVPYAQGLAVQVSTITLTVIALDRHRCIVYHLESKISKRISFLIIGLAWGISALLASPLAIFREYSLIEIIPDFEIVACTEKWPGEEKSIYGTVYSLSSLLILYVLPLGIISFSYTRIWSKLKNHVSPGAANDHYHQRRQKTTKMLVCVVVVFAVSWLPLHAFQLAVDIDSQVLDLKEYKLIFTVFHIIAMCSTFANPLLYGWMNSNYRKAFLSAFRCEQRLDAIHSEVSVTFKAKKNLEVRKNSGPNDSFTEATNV
# HCT116 PTEN-null = suppresses growth of cells with PTEN deletion; HCT116 PTEN-null viability, CellTiter-Glo, 60 h; stronger effect = lower value; viability, % at 10 µM; 140,000 tested, 1.2% active; AID 827;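 active means viability at or below a set limit, 4 SD under the median of all tested compounds, cut at about 3.7% in these data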;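 further: PTEN knockout HCT116 line with beta catenin targeted HCT116 as companion control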
# Active calls of the source: *; nt = not tested or not shown.
SMILES,E-sel TNF inh,Measles CPE,GALR2 antag,Yeast lifespan up,bCat KO growth,Yeast growth inh,Phagocytosis inh,MRP1 act,NPY-Y2 antag,HCT116 PTEN-null
Cc1cccc(-n2c(N)c(-c3nc4ccccc4n3C)c3nc4ccccc4nc32)c1,nt,5.1,10.6,-6.4,70.8,-35.8,0.2,-1.5,-2.2,84.9
Cc1ccc(CSc2ccc(-c3cccs3)nn2)cc1,18.7,3.0,5.2,-3.7,83.7,-62.5,-8.6,1.7,10.4,91.2
COC(=O)C1=C(C)N=C2SC(C)C(=O)N2C1c1ccc(C(=O)OC)cc1 (centres undefined),-26.3,14.7,1.2,-15.0,85.8,-25.2,-2.0,-0.1,4.6,89.9
Cc1ccc(S(=O)(=O)N(CC(=O)N2CCN(c3ccccc3F)CC2)C2CCCCC2)cc1,4.2,2.1,-4.5,1.4,79.3,-28.6,-0.7,-1.7,2.6,72.5
CSc1nc(C)cc(Oc2ccc(OCCOc3ccccc3)nn2)n1,-1.6,20.2,6.1,2.2,92.2,2.1,-0.4,-2.4,4.9,89.0
Cc1cc(C)cc(OCC(=O)Nc2nc3ccc([N+](=O)[O-])cc3s2)c1,48.2,29.9,7.7,-13.0,108.8,-41.2,nt,-0.4,1.9,102.8
Cc1cc(-c2ccc(Cl)cc2)oc(=O)c1NC(=O)c1ccccc1,nt,16.8,2.7,-21.3,84.2,-23.8,nt,-4.5,8.8,86.8
COc1cc2c(cc1OC)C(C)N(C(=O)C1COc3ccccc3O1)CC2 (centres undefined),nt,3.3,-7.5,-21.2,64.5,18.4,-2.0,-3.9,2.4,66.1
COc1cc(C(=S)N2CCOCC2)ccc1OC(=O)c1cc([N+](=O)[O-])c(C)c([N+](=O)[O-])c1,nt,11.1,1.6,-2.6,90.9,-2.0,-10.2,-3.3,2.7,103.2
COC(=O)[C@@H](NC(=O)Nc1cc(Cl)ccc1C)C(C)C,3.9,7.3,0.8,-8.6,100.5,-33.1,-0.5,-1.0,1.1,86.8
CC(C)(C)n1nc2c(c1NC(=O)c1cccc(C(F)(F)F)c1)CS(=O)C2 (centres undefined),-27.8,31.2,-1.9,0.7,86.3,-33.9,-2.0,-2.4,0.4,95.9
COc1cc(C(=O)OCC(=O)NCc2ccco2)cc(OC)c1OC,40.6,9.7,1.4,-12.7,95.9,-39.9,-0.7,-4.2,1.1,91.9
Oc1ccc(Nc2nc(-c3ccc(O)cc3)cs2)cc1,-10.8,9.9,8.6,-15.3,52.8,-50.6,-0.8,-2.2,-3.0,54.0
C=CCn1c(SC(C)C(=O)NCc2ccc3c(c2)OCO3)nc2scc(-c3ccccc3)c2c1=O (centres undefined),nt,8.5,7.8,-14.7,80.8,-40.7,nt,-3.0,10.7,66.3
COc1ccccc1C(=O)Nc1ccc(S(=O)(=O)N2CCCC2)cc1,7.3,15.4,2.4,3.5,99.7,-22.4,0.3,-1.0,3.0,98.8
COc1ccc(C(=O)Nc2cc(Cl)cc(Cl)c2)c(OC)n1,nt,9.5,13.6,-1.9,88.4,-33.4,-5.0,1.5,2.1,92.2
COc1cc2c(cc1NC(=O)c1ccc(C)c([N+](=O)[O-])c1)oc1ccccc12,nt,8.0,0.5,4.7,71.6,-31.1,nt,-1.3,-0.5,64.1
Cc1occc1-c1nnc(SCC(=O)Nc2nccs2)n1Cc1ccco1,-3.5,5.6,4.7,-7.6,92.4,12.7,0.7,-3.9,6.3,84.0
COC(=O)CSc1cc(SCC(=O)OC)c(C#N)c(SCC(=O)OC)c1,nt,3.5,3.3,-11.9,95.7,-40.8,-4.0,0.2,1.6,106.6
CC1=C(/C=N/Nc2ccc([N+](=O)[O-])cc2[N+](=O)[O-])C(C)(C)CCC1,nt,15.5,2.1,-6.0,80.0,-9.2,-9.7,-0.2,-0.1,81.4
O=C(NCc1ccncc1)c1ccc(Br)o1,-22.8,20.7,13.5,-9.6,101.8,-25.8,-0.2,-0.7,3.4,84.3
CN(C)S(=O)(=O)Nc1ccc(Oc2ccccc2)cc1,-3.0,2.0,9.4,-4.4,85.8,-32.3,-1.2,-2.3,4.1,84.9
CC1Cc2ccccc2N1S(=O)(=O)c1ccc2c(c1)n(C)c(=O)c(=O)n2C (centres undefined),-5.5,10.2,1.3,-9.5,78.5,-43.1,-0.9,-0.1,-0.3,93.8
Cc1cc(C)n(/N=C/c2ccc(C(C)C)cc2)c(=O)c1C#N,2.0,8.3,-8.8,-11.3,83.9,-26.9,-1.1,0.3,2.2,83.7
O=C(NCc1cccnc1)c1cccnc1-c1nc2ccccc2s1,3.0,7.1,-8.6,-6.3,97.0,-25.4,-0.1,-1.4,1.4,89.6
CCC(=O)c1ccc(-c2ccccc2)cc1,-23.4,9.2,-14.0,-8.7,79.7,-16.7,-6.0,-1.4,4.4,90.3
O=C(Nc1ccc(Cl)cc1)OCCn1nnnc1C(c1ccccc1Cl)N1CCOCC1 (centres undefined),-9.4,5.5,-3.8,-22.2,76.9,0.4,nt,-3.6,-5.1,68.7
O=C(Nc1ccccc1)c1ccccc1NS(=O)(=O)c1ccc(Cl)s1,32.6,5.8,2.6,-1.6,83.3,-10.5,nt,-3.1,7.0,97.5
CCN1CCN(C(=O)CN(C)S(=O)(=O)c2ccc(OC)c(C)c2)CC1,9.0,21.0,-8.8,-19.9,99.3,-3.8,0.1,-1.6,1.6,92.8
C=CCn1c(=S)[nH]c2sc3c(c2c1=O)CCC3,0.7,25.6,4.8,nt,83.2,-43.3,nt,-3.4,4.9,93.6
CC(C)N(C)CCOC(=O)/C=C/c1ccccc1,nt,6.3,-7.8,1.0,95.9,7.8,nt,-1.8,1.5,102.4
Cc1noc(C)c1COc1ccc(C(=O)OCC(=O)NC2CCCCC2C)cc1 (centres undefined),2.3,15.3,11.3,-10.0,80.2,12.7,0.2,-0.9,3.8,80.8
COc1ccc(/C=C(/NC(=O)c2ccc(OC)c(OC)c2)C(=O)NCCc2c[nH]c3ccccc23)cc1,nt,24.9,2.5,6.3,84.8,-27.5,-2.7,1.5,2.9,85.1
C=CCn1c(SCc2c(F)cccc2Cl)nnc1-c1ccco1,-12.6,23.8,-13.3,-15.8,78.8,-20.0,-0.6,-1.8,9.8,79.7
CC1(C)CC(=O)C2=C(C1)N(c1ccc(Cl)cc1)C(=O)C2(O)C(F)(F)F (centres undefined),nt,21.3,1.7,4.3,83.3,-6.2,2.1,-0.4,2.8,86.6
Cc1ccc(/C=C/C(=O)N2CCc3ccccc32)o1,nt,3.9,0.0,-3.3,64.6,-28.6,-6.7,-1.9,3.0,78.8
CCOC(=O)N1CCC(NC(=O)C2CCN(S(=O)(=O)c3cccc4cccnc34)CC2)CC1,-39.6,15.5,10.2,-4.3,93.1,-17.0,4.0,-2.8,-1.4,90.4
CCOc1ccc(-n2cc(C(=O)Nc3cccc(Cl)c3)c3cc(OC)c(OC)cc3c2=O)cc1,-3.5,6.8,6.6,0.0,86.3,-35.6,-0.5,1.4,17.7*,78.0
CC1CCN(C(=O)CSc2nnc(-c3ccc(S(=O)(=O)N4CCOCC4)cc3)n2C)CC1,8.8,12.6,9.6,-5.2,96.7,-6.8,nt,-1.9,1.3,101.4
Cc1cccc(CCNC(=O)CCc2c(C)nc3ncnn3c2C)c1,5.2,15.6,2.3,-5.6,102.0,-17.5,-0.9,-2.2,-1.6,110.4
COc1ccc(O[C@H]2C=C[C@@H](c3ccccc3)O[C@@H]2CO/N=C(\C)CCN2CCCCc3nc(C)c(C)cc32)cc1,nt,23.3*,-2.0,16.4,20.3,-20.4,nt,-3.6,21.4*,24.5
COc1ccccc1OCc1nc(C#N)c(NCc2ccco2)o1,6.6,6.9,4.5,-4.3,94.0,-30.9,-1.1,-3.1,-0.2,103.0
COC(=O)c1cccnc1SCc1ccccc1,14.1,10.6,1.2,nt,94.4,-41.6,nt,0.1,3.7,91.2
CCCCS(=O)CC(CS(=O)CCCC)OC(=O)c1ccc(C)cc1 (centres undefined),-8.6,2.9,4.7,-7.8,103.7,-34.6,-1.5,0.3,1.0,102.7
CCCOc1ccc(C2C(=O)N(C3CCCCC3)CC(=O)N2CCC)cc1OC (centres undefined),-27.1,15.8,2.6,-1.1,94.8,-12.7,-1.1,-3.3,2.3,86.0
CC1=Nc2cccc3cccc(c23)N1C,-1.3,2.2,-7.9,5.4,95.7,0.0,-0.8,1.1,2.6,103.5
CCCNC(=O)CCNC(=O)c1ccc(C(C)(C)C)cc1,19.0,13.9,-0.4,-2.8,98.1,-35.6,-3.5,-2.0,-1.1,98.2
O=C(CCCCCN1C(=O)c2cccc3cccc(c23)C1=O)N1CCOCC1,nt,6.9,-8.4,1.8,102.2,-2.7,-8.7,-1.6,3.3,99.5
Clc1ccc(SCc2cc(-c3ccc(Cl)cc3)on2)cc1,9.4,9.7,-10.7,-13.7,95.6,-37.6,-0.6,2.2,16.8,105.2
c1ccc(CSc2ncn(-c3ccccc3)n2)cc1,-3.5,5.8,-8.6,-19.9,107.1,-40.9,-0.7,-1.4,1.1,96.7
COc1cc(C(=O)Nc2ccc(S(=O)(=O)NC(C)(C)C)cc2)cc(OC)c1OC,12.7,13.8,0.0,-11.7,93.3,32.5,-1.0,1.7,0.5,99.0
COc1ccc(/C=C2\SC(=S)N(CCCC(=O)Nc3ccccn3)C2=O)cc1OC,nt,4.7,-6.2,-1.9,60.6,-18.2,2.1,-2.6,1.7,61.4
Cc1cccc(Oc2ccccc2NC(=O)c2cnccn2)c1,-11.1,8.3,7.0,-3.5,87.9,-29.1,1.4,1.9,1.8,90.9
O=C(Cc1cccs1)N(Cc1ccco1)C1(C(=O)NC2CCCC2)CCCCC1,-21.2,23.4,14.2,-1.3,72.1,-43.5,0.7,-1.4,25.8*,74.8
Cc1cc(C)n(-c2ccc(C(=O)OCC(=O)N(CC(C)C)C3CCS(=O)(=O)C3)cc2)n1 (centres undefined),6.7,3.3,3.9,-14.2,97.4,-4.4,0.7,-0.3,2.1,97.0
CN(C(=O)Nc1ccc(Cl)cc1)c1c2c(nn1C)CCCC2,21.0,6.2,-7.5,-2.6,92.5,-34.7,1.4,-3.3,5.0,93.2
CCOc1cc(N2CCOCC2)c(OCC)cc1NC(=O)Cn1[nH]c(=O)c2ccccc2c1=O,16.8,16.5,1.3,-4.6,92.9,-22.4,nt,-1.6,7.6,98.4
O=C(CCS(=O)(=O)c1ccccc1)Nc1nc2c(s1)CCCC2,nt,6.2,4.2,-10.7,18.7,-38.2,-0.2,-6.6,4.3,21.7

# Results in bCat KO growth, Phagocytosis inh and MRP1 act, for some of the entries so far:
structure	bCat KO growth	Phagocytosis inh	MRP1 act
O=C(Nc1ccc(Cl)cc1)OCCn1nnnc1C(c1ccccc1Cl)N1CCOCC1 (centres undefined)	76.9	nt	-3.6
O=C(Nc1ccccc1)c1ccccc1NS(=O)(=O)c1ccc(Cl)s1	83.3	nt	-3.1
